14-3-3 PPI: modulators of 14-3-3 gamma protein binding, primary screen, biochemical, fluorescence polarization; 14-3-3 protein gamma (Homo sapiens), P61981; FP, 14-3-3gamma / TMR-pS259-Raf peptide binding; inhibition, % at 40 µM; actives 0.19% (n = 160,000); AID 422, 2006; in the data active = inhibition above about 30%;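 also: 0% = protein plus tracer without compound and 100% = blank with tracer alone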
Target sequence (P61981 whole entry, looked up): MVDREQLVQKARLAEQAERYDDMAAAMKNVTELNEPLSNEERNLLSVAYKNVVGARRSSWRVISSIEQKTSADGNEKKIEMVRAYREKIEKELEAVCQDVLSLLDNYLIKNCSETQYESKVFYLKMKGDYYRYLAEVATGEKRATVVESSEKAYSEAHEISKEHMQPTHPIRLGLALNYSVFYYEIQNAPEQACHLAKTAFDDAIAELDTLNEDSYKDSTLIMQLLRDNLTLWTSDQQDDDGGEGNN
* = called active by the depositor; & = joins results of further samples.

SMILES	14-3-3 PPI
CCCCCC(=O)Nc1ccc(CC#N)cc1	2
c1csc(-c2nc3ccccn3c2Nc2ccc3c(c2)OCCO3)c1	-9
CCc1nc(N2CCCCC2)c2oc3ccccc3c2n1	-6
COCCOC(=O)c1[nH]c2c(c1C)C(=O)C(C(=O)OC)C(C)C2 (stereo not drawn)	-3
Clc1ccc(OCc2nc(-c3ccccn3)n[nH]2)cc1	-3
COc1ccccc1NC(=O)N1CCC(C(=O)c2ccc(F)cc2)CC1	0
Cc1ccc(C)n1-c1sc2c(c1C(=O)O)CCCC2	-32
COc1ccc(NC(C)=O)cc1NC(=O)CN1CCN(S(=O)(=O)c2ccc(Br)cc2)CC1	-12
CCOC(=O)c1c(NC(=O)Cn2cnc3c2c(=O)n(C)c(=O)n3C)sc2c1CCCC2	0
CCOc1cc(C2Nc3ccccc3NC3=C2C(=O)CC(c2ccccc2)C3)cc(Br)c1O (stereo not drawn)	6
CCOP(=O)(OCC)C(Nc1ccc(Br)cc1)c1cc(Br)ccc1O (stereo not drawn)	-2
CC1(C)Cc2ccccc2-c2c1c(=O)n(-c1ccccc1)c1nnnn21	1
C[n+]1cccc(CNC(=O)/C=N/O)c1	5
Cc1cc(C)c(NS(=O)(=O)c2ccc(NC(=O)COc3ccccc3C)cc2)c(C)c1	-7
CCOc1ccccc1C(=O)Nc1c2c(nn1-c1ccc(OC)cc1)CS(=O)(=O)C2	-4
Cc1ccccc1N(CC(=O)Nc1c(C)n(C)n(-c2ccccc2)c1=O)S(=O)(=O)c1ccccc1	8
COc1ccc(-c2csc(NC(C)=O)n2)cc1OC	-13
COc1cc(C2C3=C(CC(C)(C)CC3=O)OC3=C2C(=O)CC(C)(C)C3)cc(OC)c1OC(C)=O	2
Cc1nnc(SCC(=O)Nc2ccc3c4c(cccc24)CC3)n1C	-4
COc1ccc(C2(C(=O)Nc3c(C)n(C)n(-c4ccccc4)c3=O)CCCC2)cc1OC	-3
CC(=O)Oc1ccc2c(C)c(Cl)c(=O)oc2c1	-18
O=C1CCc2cc(S(=O)(=O)N3CCN(C(=O)c4ccco4)CC3)ccc2N1	-3
Cc1cc(C)c2c(n1)sc1c(N3CCN(CCO)CC3)ncnc12	9
C(=Cc1ccc2cccc(OCc3ccccc3)c2n1)c1ccc2c(c1)OCO2	1
Cc1cc(C)c(NC(=O)c2cc3c(C)nn(-c4ccccc4)c3s2)c(C)n1	-15
Cc1n[nH]c(C)c1C(=O)CC1(O)C(=O)N(CCc2ccccc2)c2ccc(Cl)cc21 (stereo not drawn)	0
CC1CCCN(C(C(=O)NC2CCCC2)c2ccccc2)C1 (stereo not drawn)	-9
COc1ccc(OC)c(C2C(C(=O)Nc3ccc(F)cc3)=C(C)NC3=C2C(=O)CCC3)c1 (stereo not drawn)	-2
C=CCOc1ccc(C=Nc2cccc(Cl)c2)c(O)c1	-5
CCOC(=O)C(CC)Oc1ccc2c(=O)c(-c3ccc(Cl)cc3)c(C(F)(F)F)oc2c1 (stereo not drawn)	-7
O=C(NCCNC(=O)c1ccco1)c1cccc(F)c1	0
CCn1c(=S)sc2c(=O)n(-c3ccccc3)c(SCC(=O)NCc3ccccc3Cl)nc21	-10
CC1Cn2c(CCc3ccccc3)nnc2S1 (stereo not drawn)	1
CC(C)(C)NC(=O)c1nn2c(c1Br)NC(c1ccccc1)CC2C(F)(F)F (stereo not drawn)	3
O=C1OC(N2CCN(C(=O)c3ccco3)CC2)c2ccccc21 (stereo not drawn)	6&4
CCOC(=O)C1CCCN(CCC(=O)Nc2ccc3c(c2)CCC3)C1 (stereo not drawn)	-3
Cc1ccc2c(N)c(C)ccc2c1	-4
COC(=O)c1cnn2c(C(F)(F)F)cc(C)nc12	-8
O=C(CSc1ncccc1-c1nc2ccccc2[nH]1)N1CCCCC1	-15
COc1ccc(C2C=C(c3ccc(C)cc3)Nc3nnnn32)cc1OC (stereo not drawn)	-7
CS(=O)(=O)N1N=C(c2c(-c3ccccc3)c3cc(Cl)ccc3[nH]c2=O)CC1c1ccccc1 (stereo not drawn)	-240
CCOC(=O)CSc1nc2ccccc2c(=O)n1-c1ccccc1C	0
C1=C(CCNc2nnnn2-c2ccccc2)CCCC1	-3
CC1CN(S(=O)(=O)c2ccc(NC(=O)CN3C(=O)c4ccccc4C3=O)cc2)CC(C)O1 (stereo not drawn)	-7
COC(=O)C1=CN(C(C)C)C=C(C(=O)OC)C1c1ccc(OC)cc1OC	-2
CCOC(=O)c1[nH]c(C)c(C(=O)Nc2cccc(Cl)c2C)c1C	-10
CCOC(=O)C1=CN(c2ccc(C)cc2)C=C(C(=O)OCC)C1c1cccc(F)c1	-8
CCCCOC(=O)c1c(C)oc2c1cc(NS(=O)(=O)c1ccc(C)c([N+](=O)[O-])c1)c1ccccc12	-89
Cc1nc(COC(=O)c2ccc(S(=O)(=O)N3CCCC3)cc2)cs1	-6
COc1ccc(NC(=O)C2CCCN2S(=O)(=O)c2ccc3c(c2)CCC(=O)N3)cc1Cl (stereo not drawn)	3

Carrying on.
SMILES	14-3-3 PPI
CCSc1nc2c(c(=O)n1-c1ccccc1)SCC2	-1
Cc1ccc(C23CC4CC(CC(C(=O)NCC(=O)O)(C4)C2)C3)cc1	-3
CC(C)OC(=O)CSc1nnc(Cc2ccccc2)n1Cc1ccco1	-7
COc1ccc(C2C(C(=O)N(C)c3ccc(C)c(C)c3)c3cc(OC)c(OC)cc3C(=O)N2C)cc1 (stereo not drawn)	3
Cc1ccc(N2C(=O)C3CC=CCC3C2=O)c(Br)c1 (stereo not drawn)	-3
COc1cccc(NC(=O)c2ccc3c(c2)C2C4CCC(C4)C2C(c2ccccc2)N3)c1 (stereo not drawn)	-3
O=C(c1ccc2c(c1)C(=O)N(c1cccc([N+](=O)[O-])c1)C2=O)c1ccc2c(c1)C(=O)N(c1cccc([N+](=O)[O-])c1)C2=O	0
Cc1ccc(S(=O)(=O)NC(CC(=O)N2CCOCC2)c2ccco2)cc1 (stereo not drawn)	5&11
O=C1C(NS(=O)(=O)c2ccccc2)=CC(=NS(=O)(=O)c2ccc(Cl)cc2)c2ccccc21	-296
CCOC(=O)c1c(C)n(C)c2ccc(OC)c(NC(=O)CN3CCN(C(=O)c4ccco4)CC3)c12	0
CC1=C(C(=O)OC(C)C)C(c2cccnc2)C2=C(CC(c3ccc(Cl)cc3)CC2=O)N1 (stereo not drawn)	17
CCOC(=O)CN1Cc2cccc(C(=O)O)c2C1=O	-5
CC1CCN(c2cc(Nc3ccc4c(c3)OCCO4)c3c4c(onc24)-c2ccccc2C3=O)CC1	-254
Clc1ccc(-n2ncc3c(NCc4ccc5c(c4)OCO5)ncnc32)cc1	0
CCOc1ccc(NC(=O)CCN2CCN(C3c4ccccc4-c4ccccc43)CC2)cc1	-11
CC(C)c1ccccc1NC(=O)C1c2ccccc2Oc2ccccc21	-3
CCOc1ccc(N(Cc2cc3cc(OC)ccc3[nH]c2=O)S(C)(=O)=O)cc1	-4
CCCCN(CC)C(=O)CSc1cc(=O)n(C)c2cc(Cl)ccc12	-17
O=c1c2c(nc3cc(-c4ccccc4)[nH]n13)CCC2	-2&-13
O=C1N=C(N2CCOCC2)SC1=C1CCCCC1	-8
Cc1ccc(C2(C)NC(=O)N(Cc3c(C)noc3C)C2=O)cc1 (stereo not drawn)	-2
Cc1ccc2oc(-c3ccc(NC(=O)COc4ccc(C)c(C)c4)cc3)nc2c1	-338
CC(=O)c1ccc(NC(=O)c2cc(-c3ccco3)on2)cc1	-116
O=C(NCCCN1CCOCC1)c1ccc2c(=O)n(C3CCCC3)c(=S)[nH]c2c1	-11
CC1=CC(C)(C)N(C(=O)CSc2ncccn2)c2ccc(C)cc21	-13
O=C(CCn1c(=O)sc2ccccc21)NCc1ccc2c(c1)OCO2	2
CCOC(=O)c1oc2ccc(Br)cc2c1NC(=O)CN1CCN(C)CC1	-8
CCCCC(CC)C(=O)NCc1ccccc1OC (stereo not drawn)	-15
COc1c(Cl)ccc(Cl)c1C(=O)OCC(=O)O	-1
COc1ccc(-c2cc(C(=O)NCc3ccco3)c3ccccc3n2)cc1	-3

A run of entries taken from the entries so far, as a working copy:
SMILES	14-3-3 PPI
CC1CCN(c2cc(Nc3ccc4c(c3)OCCO4)c3c4c(onc24)-c2ccccc2C3=O)CC1	-254
Clc1ccc(-n2ncc3c(NCc4ccc5c(c4)OCO5)ncnc32)cc1	0
CCOc1ccc(NC(=O)CCN2CCN(C3c4ccccc4-c4ccccc43)CC2)cc1	-11
CC(C)c1ccccc1NC(=O)C1c2ccccc2Oc2ccccc21	-3
CCOc1ccc(N(Cc2cc3cc(OC)ccc3[nH]c2=O)S(C)(=O)=O)cc1	-4
CCCCN(CC)C(=O)CSc1cc(=O)n(C)c2cc(Cl)ccc12	-17
O=c1c2c(nc3cc(-c4ccccc4)[nH]n13)CCC2	-2&-13
O=C1N=C(N2CCOCC2)SC1=C1CCCCC1	-8
Cc1ccc(C2(C)NC(=O)N(Cc3c(C)noc3C)C2=O)cc1 (stereo not drawn)	-2
Cc1ccc2oc(-c3ccc(NC(=O)COc4ccc(C)c(C)c4)cc3)nc2c1	-338
CC(=O)c1ccc(NC(=O)c2cc(-c3ccco3)on2)cc1	-116
O=C(NCCCN1CCOCC1)c1ccc2c(=O)n(C3CCCC3)c(=S)[nH]c2c1	-11
CC1=CC(C)(C)N(C(=O)CSc2ncccn2)c2ccc(C)cc21	-13
O=C(CCn1c(=O)sc2ccccc21)NCc1ccc2c(c1)OCO2	2
CCOC(=O)c1oc2ccc(Br)cc2c1NC(=O)CN1CCN(C)CC1	-8
CCCCC(CC)C(=O)NCc1ccccc1OC (stereo not drawn)	-15
COc1c(Cl)ccc(Cl)c1C(=O)OCC(=O)O	-1
COc1ccc(-c2cc(C(=O)NCc3ccco3)c3ccccc3n2)cc1	-3

(more compounds)
SMILES	14-3-3 PPI
COc1ccc(Nc2cc(N3CCN(c4ccccn4)CC3)c3noc4c3c2C(=O)c2ccccc2-4)cc1	-132
Cc1cccc(NC(=O)c2cnn3c(C(F)(F)F)cc(-c4ccco4)nc23)c1C	-33
O=C(O)Cn1c(=S)[nH]c2ccsc2c1=O	4
NC1=NCC(CO)S1 (stereo not drawn)	-8
O=C(NC1CCSC1=O)c1ccc([N+](=O)[O-])cc1 (stereo not drawn)	5
Cc1ccc(OCC(=O)N2CCN(C(=O)Cc3ccccc3)CC2)cc1	-3
CCOC(=O)c1c[nH]c2ccc(I)cc2c1=O	5
CC1=CCC2C(=O)N(c3cccc(C(=O)N(C)C4CCCCC4)c3)C(=O)C2C1 (stereo not drawn)	-5
O=C(NCCCN1CCOCC1)c1ccc(CS(=O)(=O)Cc2ccc(Cl)cc2)o1	0
C/C(=C\c1cc(C(=O)O)c(C)o1)CO	-4
O=C(Nc1nc(-c2cc(Cl)sc2Cl)cs1)c1ccc([N+](=O)[O-])s1	-4
O=C(C1CCN(S(=O)(=O)c2cccnc2)CC1)N1CCN(c2ccc(F)cc2)CC1	-6
Cn1ncc(Cl)c1C(=O)O	1
CCOc1ccc(NC(=O)CNC(=O)Cn2ccc3ccccc3c2=O)cc1	0
CC(C)CC(OC(=O)c1cccs1)C(=O)NCC1CCCO1 (stereo not drawn)	3
CN(C)C(=O)N1CCC(C(=O)NCCc2ccc(Cl)cc2)CC1	-8
CC1=C(C(N)=O)C(c2cccnc2)n2nc(-c3cccc(Cl)c3)nc2N1 (stereo not drawn)	3
CN1C(=O)c2ccccc2C(C(=O)NCCCN2CCc3ccccc3C2)C1c1cn(C)c2ccccc12 (stereo not drawn)	-6
COc1ccc(Br)c(C(=O)Nc2cc(C(=O)Nc3cccc(C(C)=O)c3)ccc2N2CC3CC(C2)c2cccc(=O)n2C3)c1 (stereo not drawn)	-37
CCN(CC)Cc1c(C)[nH]c2c(C)cc(C)cc2c1=O	4
Cc1ccc(NC(=O)C2CC3c4ccccc4C2c2ccccc23)cc1 (stereo not drawn)	1
Cn1cc(Cl)c(C(=O)N2CCN(c3ncccn3)CC2)n1	-8
Clc1ccccc1OCOCOc1ccccc1Cl	-5
COc1ccc(CC(=O)c2ccccc2C(=O)O)cc1	4
O=C(NCCSc1c(-c2ccccc2)[nH]c2ccccc12)c1ccc(S(=O)(=O)N2CCOCC2)cc1	-11
O=C(CCN1C(=O)c2cccc([N+](=O)[O-])c2C1=O)NCC1CCCO1 (stereo not drawn)	10
CCOC(=O)N1CCN(C(=O)COc2ccc(S(=O)(=O)NC(C)C)cc2)CC1	0
Cc1nc(C2CC(=O)OC23CCCCC3)cs1 (stereo not drawn)	0&-9
COc1ccc(CN(CCC2(Cc3ccccc3)CCOC(C)(C)C2)C(C)=O)cc1 (stereo not drawn)	0
C=CCOC(=O)COc1ccc2c3c(c(=O)oc2c1)CCCC3	3
COc1ccc(S(=O)(=O)N2CCC(N3CCN(C)CC3)CC2)cc1	-3
CCOC(=O)CC(=O)CSc1nc(N)c(C#N)c(-c2ccc(Cl)cc2)c1C#N	-10
Clc1ccccc1Cc1noc(-c2ccccc2Br)n1	-3
O=C1c2cccc3c(N=Cc4ccccc4O)ccc(c23)C(=O)N1c1ccccc1	31*
CC1CCC(C(C)C)C(OC(=O)COC(=O)c2cccn2C)C1 (stereo not drawn)	-3
COc1ccc(CCNC(=O)C2CC(=O)N(C3CCCC3)C2)cc1OC (stereo not drawn)	-3&-4
CC(=O)Nc1ccc(-n2c(C)nc(=O)c(-c3ccccc3)c2C)cc1	-3&3
CCOC(=O)c1cc2c(=O)n3ccccc3nc2n(C2CCCCC2)c1=NC(=O)c1cccc(F)c1	-4
CCCn1c(=N)c(C(=O)NC2CCCCC2)cc2c(=O)n3cccc(C)c3nc21	-1
Cn1c(=O)cc(SCC(=O)N2CCCC2)c2cc(Cl)ccc21	-5&0

The last 2 entries of the part above lead into the next:
SMILES	14-3-3 PPI
CCCn1c(=N)c(C(=O)NC2CCCCC2)cc2c(=O)n3cccc(C)c3nc21	-1
Cn1c(=O)cc(SCC(=O)N2CCCC2)c2cc(Cl)ccc21	-5&0
Cc1ccccc1NC(=O)c1cc(N)ccc1N1CCCCC1	-8
CC(C)C(NC(=O)OCc1ccccc1)C(=O)OCC(=O)N1C(C)CCCC1C (stereo not drawn)	-2
COc1cccc(-c2cc(=O)c3ccccc3o2)c1N	0
Cc1ccc(-c2ccc(=O)n(CC(=O)NC3CCCC3)n2)cc1	-7
CCOc1ccc(-c2cc(C(=O)N3CCN(CC=Cc4ccccc4)CC3)c3ccccc3n2)cc1	-14
Cc1ccc(C)c(NC2=C(Cl)C(=O)N(c3cccc(C(F)(F)F)c3)C2=O)c1	-8

Compound activity from PubChem.

This is a subset (hit frequency here may not be typical).
